Bioassay records (PubChem BioAssay)
EPAC1 antagonist: EPAC1 (human) antagonism | O95398 | EPAC1 GEF assay, Rap1b-BODIPY-GDP exchange fluorescence | Potency, µM (top dose mostly 115 µM), for inactives: at the highest dose activity change, negative = inhibition, most hits filed as inhibitors | 360,000 tested, 0.14% active;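 also: potency is read from the fitted curve at half-maximal effect; plate controls were vehicle for no effect and positive control for full effect; nearly all actives have a fitted effect of over 50% in size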
Target sequence (O95398 whole entry, looked up): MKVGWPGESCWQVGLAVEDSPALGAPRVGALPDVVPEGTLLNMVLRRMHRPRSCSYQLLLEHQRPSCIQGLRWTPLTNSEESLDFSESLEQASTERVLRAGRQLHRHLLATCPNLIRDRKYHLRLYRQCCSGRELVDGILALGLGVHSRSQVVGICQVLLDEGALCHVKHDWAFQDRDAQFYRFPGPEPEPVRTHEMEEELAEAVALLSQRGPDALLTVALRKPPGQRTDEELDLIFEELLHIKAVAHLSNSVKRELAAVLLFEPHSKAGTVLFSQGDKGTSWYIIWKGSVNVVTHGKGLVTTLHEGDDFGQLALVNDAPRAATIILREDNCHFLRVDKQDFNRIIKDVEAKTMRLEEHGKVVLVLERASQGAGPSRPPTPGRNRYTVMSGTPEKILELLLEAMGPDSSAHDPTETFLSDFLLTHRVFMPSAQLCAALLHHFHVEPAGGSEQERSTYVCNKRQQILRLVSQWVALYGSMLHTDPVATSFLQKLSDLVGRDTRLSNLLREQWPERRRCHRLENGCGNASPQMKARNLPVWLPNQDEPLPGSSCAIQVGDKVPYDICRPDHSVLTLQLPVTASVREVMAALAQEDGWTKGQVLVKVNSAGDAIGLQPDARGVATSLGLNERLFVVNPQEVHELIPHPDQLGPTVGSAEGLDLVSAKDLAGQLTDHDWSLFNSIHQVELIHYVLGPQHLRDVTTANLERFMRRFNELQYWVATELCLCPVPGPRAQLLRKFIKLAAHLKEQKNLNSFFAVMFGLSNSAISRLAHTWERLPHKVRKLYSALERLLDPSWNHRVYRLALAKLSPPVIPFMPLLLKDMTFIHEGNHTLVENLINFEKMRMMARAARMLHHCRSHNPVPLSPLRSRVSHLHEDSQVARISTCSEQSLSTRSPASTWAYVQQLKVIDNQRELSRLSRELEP
PLK1 PBD inh: inhibitors of human PLK1 polo-box domain binding. P53350. 360,000 tested, 2.8% active. Potency, µM, for the others: max response, negative = inhibition, actives largely listed as inhibitors. AID 720504. Plk1 PBD binding of FITC phosphopeptide, fluorescence polarization; also: potency is read from the fitted curve at half-maximal effect; series mostly up to about 57 µM; % is scaled to controls: 0 for no effect and ±100 for the full control effect; nearly all actives have a fitted effect of over 65% in size
PI5P4K alpha inh: PI5P4K alpha (human) kinase inhibition. max response, %. PI5P4Kalpha enzyme, ADP-Glo luminescence, 60 min; hits give low values. P48426. 330,000 tested, 1.2% active; active = max response of -50% or lower; inconclusive = between -30% and -50%; inactive = -30% or higher; also: value at the top dose of about 77 µM; % is scaled to controls: 0 for no effect and ±100 for the full control effect
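Human PI5P4Kalpha with substrate in 0.038 M HEPES pH 7.4, 0.28 mM EGTA, 0.1% CHAPS, 5% DMSO; reaction started with 5 microM ATP (final), 60 min at room temperature. ADP formed read by ADP-Glo luminescence.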
EPAC2 agonist: EPAC2 (human) agonism. EPAC2 activation, biochemical qHTS; response scale: 100% = 6.5 mM cAMP response. Q8WZA2. Potency, µM (top dose mostly 154 µM), inactives show top-dose activation, usual class: activators. 360,000 tested, 0.079% active; also: potency is read from the fitted curve at half-maximal effect; nearly all actives have a fitted effect of over 50% in size
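Exchange assay: 100 nM EPAC2 with 250 nM Rap1B-BODIPY-GDP and 50 uM GDP. Fluorescence (ex 480/em 540 nm) read every 5 min for 30 min at room temperature. Data normalized to 6.5 mM cAMP as agonist control.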
EPAC1 agonist: EPAC1 (human) agonism; O95398; EPAC1 agonist qHTS, biochemical assay; response scale: 100% = response to 6.5 mM cAMP; Potency, µM (titrated, usually from 154 µM), for the others: at the top dose activation, most hits filed as activators; 360,000 tested, 0.073% active; also: potency is read from the fitted curve at half-maximal effect; nearly all actives have a fitted effect of over 60% in size
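Nucleotide exchange assay: 100 nM EPAC1 with 250 nM Rap1B loaded with BODIPY-GDP and 50 uM GDP, room temperature. Fluorescence (480/540 nm) read every 5 min for 30 min; signal change normalized to 6.5 mM cAMP as full agonist.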
CCT modulator: changes cytosolic chaperonin activity. 360,000 tested, 0.3% active. purified chaperonin ATPase assay, HTRF ADP detection, 30 min. activity change, % (test concentration not listed), hits read low. AID 651819; in the data active = activity change below about -30%; also: % is scaled to controls: 0 for no effect and ±100 for the full control effect
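First, chaperonin was dispensed at 40 nM or 20 nM final depending on batch activity. Next, compounds were pinned at 76 uM and ATP added at 10 uM. After 30 min at 37 °C, ADP detection reagents ran 30 min at ambient temperature.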
WRN helicase inh: WRN helicase (human) inhibition; Q14191; WRN helicase unwinding, fluorescent forked duplex, kinetic; Potency, µM (highest dose often 114 µM), for the others: at the highest dose activity change, negative = inhibition, usual class: inhibitors; 360,000 tested, 0.46% active; AID 651768; also: potency is read from the fitted curve at half-maximal effect; % is scaled to controls: 0 for no effect and ±100 for the full control effect; nearly all actives have a fitted effect of over 55% in size
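Kinetic red-fluorescence monitoring (525/598 nm) tracks WRN helicase activity after 100 nM fluorophore-quencher forked duplex and 2 mM ATP are added to 20 nM enzyme pretreated 15 min at room temperature with compound.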
IL-2 act: activators of IL-2; IL-2 activation reporter assay, cell-based qHTS; stimulated with anti-CD3/CD4/CD28 beads; in transgenic mouse T cells; activation, % (series mostly up to about 46 µM); 360,000 tested, 0.065% active; AID 652025; in the data active = activation above about 50%; inconclusive = mostly about 30% to 49%; also: 0% is about no effect
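Screening format: compound pinned onto unstimulated transgenic mouse T cells, 60 min incubation, then anti-CD3/anti-CD4/anti-CD28 bead stimulation for 18 hours at 37 degrees C, followed by EGFP and DsRed detection.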
An asterisk follows results filed as active; u = inconclusive; x = no result given; [ ] = another dose, or the depositor's remark. Unless noted, calls follow the shape of the dose curve; as a rule, active = well fitted curve in the direction sought with a large enough effect; inconclusive = small, poorly fitted or top-dose-only effect, or another doubt; inactive = no such curve, though single readings can be large; an effect the other way counts as inactive or inconclusive. The list is partial, so the mix of outcomes need not match the whole.

no. | SMILES | EPAC1 antagonist | PLK1 PBD inh | PI5P4K alpha inh | EPAC2 agonist
1 | Cc1ccc(-n2c(C)cc(/C=C3\NC(=O)NC3=O)c2C)c(C)c1 | -1% | 21µM* | u | 12%
2 | Cc1ccccc1CNC(=O)CCC(=O)N1Cc2ccccc2Oc2ncccc21 | -13% | 4% | -3 | 0%
3 | CCn1c(C(=O)O)c(CC(=O)Nc2ccc(Br)cc2C)c2ccccc21 | 3% | -4% | 0 | -9%
4 | C=C(C)C(=O)N1CCN(C(=O)C(=C)C)c2ccccc21 | -17% | 3% | 6 | -1%
5 | COc1ccc(-c2cc(-c3ccccc3)nc3ncnn23)cc1 | -5% | -1% | 1 | 11%
6 | CCCCOc1ccc(C(O)(CC)CCN2CCOCC2)cc1 (stereo not given) | -1% | -8% | x | 6%
7 | Cc1nn(C)c(C)c1NC(=O)CSc1nc(C2CC2)nc2c1cnn2-c1ccccc1 | -3% | -18% | 0 | -8%
8 | O=C(Nc1cccnc1)c1ccc(Cl)cc1[N+](=O)[O-] | -22% | -13% | 6 | 5%
9 | COCCNC(=S)Nc1ccc2[nH]c(=O)[nH]c2c1 | 2% | -16% | -2 | 6%
10 | COC(=O)C1=C(C)NC2=C(C(=O)c3ccccc32)C1c1cccc(OC)c1 (stereo not given) | 0% | -5% | -1 | 2%
11 | CCOC(=O)C1CCN(C(=O)CCCN2C(=O)c3ccccc3C2=O)CC1 | 0% | 0% | -2 | 3%
12 | CCc1noc(C)c1C(=O)NNC(=O)c1ccc(N(CC)CC)cc1 | -8% | -4% | 2 | 11%

no. | EPAC1 agonist | CCT modulator | WRN helicase inh | IL-2 act
1 | 5% | -0.3 | 0% | 67*
2 | -8% | -84* | 4% | -0.8
3 | -3% | -12 | -3%[57.1 µM] | -2.8
4 | 0% | 0.5 | 1% | -0.1
5 | -2% | -1.5 | 1% | -2.1
6 | 4% | 1.7 | -9% | -1.4
7 | -2% | -0.6 | 0% | -2.7
8 | 0% | -1.1 | 4% | 1.2
9 | 8% | -0.7 | 0% | -0.2
10 | 8% | 0.3 | -12% | 1.1
11 | 2% | 1.2 | 3% | -1.6
12 | 4% | 1.7 | -6% | -0.3

Remaining list, next part:
no. | SMILES | EPAC1 antagonist | PLK1 PBD inh | PI5P4K alpha inh | EPAC2 agonist
13 | CCOc1ccc(NC(=O)CSc2nc3nc(C)cc(C)n3n2)cc1 | -24% | -15% | 0 | 7%
14 | CCN(CC)c1ccc(/C=N/N2CCN(Cc3ccc(C)cc3C)CC2)c(O)c1 | 26% | 8% | 7 | 10%
15 | CCCN1CCN(C(=O)C2CCCN(c3ncnc4c3nc3n4CCCCC3)C2)CC1 (stereo not given) | -18% | 0% | 5 | 6%
16 | CCOC(=O)c1c(CSc2nc(C)cc(C)c2C#N)n(C)c2cc(Br)c(OC(C)=O)cc12 | -4% | -6% | -2 | 10%
17 | CC(NC(=O)C(C)N1CCN(S(=O)(=O)c2ccccc2)CC1)c1ccccc1 (stereo not given) | 8% | 2% | -6 | 17%
18 | CCCCNC(=O)NC(C(=O)OC)C12CC3CC(CC(C3)C1)C2 (stereo not given) | -5% | -6% | 5 | -1%
19 | Cc1cccc(/C=N/n2c(C)nc3ccccc3c2=O)c1 | -19% | -3% | 1 | 3%
20 | N#Cc1ccccc1S(=O)(=O)N1CCN(Cc2cccs2)CC1 | 19% | -3% | -3 | -12%
21 | COC(=O)COc1ccc(S(=O)(=O)N2CCCCC2)cc1[N+](=O)[O-] | -2% | -10% | 2 | 8%
22 | Cc1ccc(S(=O)(=O)N2CCOCC2)cc1NC(=O)COc1ccc(-c2nnco2)cc1 | 1% | -13% | 4 | 11%
23 | COc1cc([C@@H]2c3cc4c(cc3[C@@H](O)[C@H]3COC(=O)[C@H]23)OCO4)cc(OC)c1O[Si](C)(C)C(C)(C)C | u | 3% | 8 | -13%
24 | CCC(=O)Nc1cnc(NC(=O)c2cccc(F)c2)cc1C | 2% | 3% | 0 | 5%

no. | EPAC1 agonist | CCT modulator | WRN helicase inh | IL-2 act
13 | 0% | -0.2 | 5% | -0.6
14 | -2% | -0.1 | -21%[57.1 µM] | -0.5
15 | -9% | -0.7 | 11% | -2.4
16 | -3% | 0.4 | 2% | -1.9
17 | 9% | -0.9 | 7% | -2.2
18 | 2% | -2.4 | -6% | -4.6
19 | -3% | -3.4 | 3% | 1.0
20 | 7% | 0.7 | 7% | -2.1
21 | 3% | -5.3 | -11% | 0.3
22 | 6% | -8.9 | -11% | 1.8
23 | -29% | 0.4 | -15% | -0.3
24 | -3% | -2.4 | -2% | -2.5

(cont.)
no. | SMILES | EPAC1 antagonist | PLK1 PBD inh | PI5P4K alpha inh | EPAC2 agonist
25 | O=C1C=C(O)c2cccc3cccc1c23 | 26% | -17% | 2 | 5%
26 | CCn1c(=O)cc(N2CCC3(CC2)OCCO3)[nH]c1=O | 5% | -16% | -8 | 10%
27 | COC(=O)c1ccccc1NS(=O)(=O)c1ccc(O)c(C(=O)O)c1 | 1% | -1% | x | 5%
28 | O=C(Cc1ccc(Cl)cc1)NCCCNC(=O)c1cccnc1 | 3% | -7% | 1 | 2%
29 | COC(=O)c1c(NC(C)=O)sc(Cc2ccccc2)c1C | -26% | -10% | 13 | 20%
30 | O=C(NCC(=O)N1CCN(c2ccc([N+](=O)[O-])cc2)CC1)c1ccco1 | -12% | -10% | -1 | -2%
31 | Cc1ccc(C)c(OCC(O)CN2CCN(CCN3C(=O)c4cccc5cccc(c45)C3=O)CC2)c1 (stereo not given) | -22% | 23% | -3 | -5%
32 | CC1(C)CC(=O)C2=C(C1)NCN(CCCN1CCOCC1)C2 | -10% | -7% | 0 | -4%
33 | Nc1ncnc2c1ncn2[C@@H]1O[C@H](C(=O)N[C@@H](CO)Cc2ccccc2)[C@@H](O)[C@H]1O | -2% | 3% | -1 | 4%
34 | O=C(COC(=O)Cn1c(C(F)(F)F)nc2ccccc21)Nc1ccc2c(c1)OCCO2 | -12% | -6% | -1 | 4%
35 | CN(CCOc1ccc(Cl)cc1)C(=O)c1cc([N+](=O)[O-])ccc1N1CCOCC1 | -1% | -4% | -4 | 7%
36 | O=C(NNCc1ccccc1)c1ccccn1 | -14% | -2% | -3 | 5%

no. | EPAC1 agonist | CCT modulator | WRN helicase inh | IL-2 act
25 | 9% | -0.6 | -9%[57.1 µM] | 2.6
26 | 2% | -3.0 | -8% | -1.3
27 | 4% | 0.1 | -14% | -1.7
28 | -5% | 1.9 | 0% | 1.1
29 | 11% | 0.5 | -3% | -0.3
30 | 5% | -1.1 | -8% | -0.2
31 | 0% | 2.4 | 14%[57.1 µM] | 1.1
32 | 12% | -2.8 | -4% | -1.6
33 | 0% | 0.6 | 0% | -0.6
34 | 2% | 0.4 | -8% | 0.0
35 | u | 1.3 | 5% | 0.7
36 | -9% | -0.3 | -14% | -0.5

(list continues)
no. | SMILES | EPAC1 antagonist | PLK1 PBD inh | PI5P4K alpha inh | EPAC2 agonist
37 | Clc1ccc(COn2c(-c3ccc(Cl)cc3)nc3ccccc32)cc1 | -3% | -1% | x | 5%
38 | Brc1cccc(-c2nc3cccnc3nc2-c2cccc(Br)c2)c1 | -3% | -10% | 16 | 3%
39 | COc1ccc(NC(=O)CCC(=O)N/N=C/c2ccncc2)cc1 | 11% | 5% | 3 | 3%
40 | COc1cccc2c1C(=O)c1c(O)c3c(c(O)c1C2=O)C[C@@](O)(C(=O)CO)C[C@@H]3OC1CC(N)C(O)C(C)O1 (stereo not given in full) | 17% | u | -16 | -6%
41 | Cc1cc(C)n2nc(C(=O)NCc3cccc(C(F)(F)F)c3)nc2n1 | 8% | -7% | 10 | 3%
42 | COc1ccccc1NC(=O)C1=C(C)NC(=O)NC1c1cccs1 (stereo not given) | 19% | -22% | -4 | -1%
43 | CCOC(=O)C1=C(C)N=C2c3ccccc3C(=O)C2C1c1ccc(Cl)cc1 (stereo not given) | -11% | -8% | x | 4%
44 | Cc1cc(C)cc(OCCNC(=O)CCc2ccccc2)c1 | -8% | -8% | 7 | 14%
45 | O=C(c1cccc(C(F)(F)F)c1)N1CCC(=O)N(C(CO)Cc2ccccc2)CC1 (stereo not given) | -26% | -1% | 1 | 7%
46 | Cc1c(CN(C)C(=O)c2ccc(Br)o2)cnn1C | 14% | 0% | 1 | -1%
47 | C=CCOc1ccc(/C=C/C(=O)OCC(=O)N2CCC(c3ccccc3)=N2)cc1 | -6% | -12% | -3 | 11%
48 | COC(=O)c1nc2ccccn2c1F | 0% | -6% | 2 | 3%
49 | Cc1cc(C(=O)N2CCCC(N3CCN(c4cccc(Cl)c4)CC3)C2)nc(C)n1 (stereo not given) | -13% | -3% | 1 | 1%

no. | EPAC1 agonist | CCT modulator | WRN helicase inh | IL-2 act
37 | 7% | -4.3 | -1% | -0.8
38 | 8% | 0.7 | -4% | 0.0
39 | 9% | 0.5 | 9% | 0.6
40 | u | 1.6 | 3µM* | -6.6
41 | 4% | 2.3 | -2% | 1.5
42 | 0% | 0.5 | -1%[57.1 µM] | 0.9
43 | 26% | 0.6 | -21% | -2.3
44 | -3% | -4.6 | -25% | 0.1
45 | -8% | -0.8 | -2% | 0.2
46 | -5% | -1.0 | 1% | -1.4
47 | 7% | -16 | -6% | -0.1
48 | 2% | 1.9 | -2%[57.1 µM] | -2.2
49 | -1% | -0.8 | -8% | 0.5
